ASAP1 GAP inh: ASAP1 ArfGAP inhibition; Q9ULH1; ASAP1-stimulated ARF1 GTP hydrolysis, GDP FP detection; inhibition, % at 16.5 µM; 360,000 compounds, 0.19% hits; AID 624377; in the data active = inhibition above about 25%;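 note: 0% = vehicle with enzyme and substrate and 100% = no enzyme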
ABHD4 inh: inhibits mouse alpha/beta hydrolase domain 4; Q8VD66; purified mABHD4, FP-Rh probe fluorescence polarization; inhibition, % at 8.92 µM; 370,000 compounds, 0.54% hits; AID 720543;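 active = inhibition exceeding the mean over every tested compound plus 3 SD, cut at about 30% in these data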;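 note: 0% = plate median of compound wells and 100% = S159A mutant with DMSO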
Target sequence (Q8VD66 whole entry, looked up, the tested form may be a part): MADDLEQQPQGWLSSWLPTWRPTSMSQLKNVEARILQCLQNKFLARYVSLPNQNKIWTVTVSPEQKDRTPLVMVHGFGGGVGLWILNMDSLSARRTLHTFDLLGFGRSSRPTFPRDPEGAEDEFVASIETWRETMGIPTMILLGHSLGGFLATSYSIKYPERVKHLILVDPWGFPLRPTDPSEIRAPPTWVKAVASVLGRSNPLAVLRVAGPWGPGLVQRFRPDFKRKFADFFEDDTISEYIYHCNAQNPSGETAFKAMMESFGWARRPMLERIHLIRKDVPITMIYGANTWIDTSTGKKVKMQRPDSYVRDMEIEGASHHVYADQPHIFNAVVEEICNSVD
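Doses – 8.92 µM, single dose · Material – wild-type mouse ABHD4 protein · Replication – single well per compound (singlicate) · Measure – percent inhibition of probe binding, normalized to plate controls · Schedule – 45 min compound pre-incubation plus 60 min probe step, 25 °C · Detection – fluorescence polarization with parallel and perpendicular emission, 525/598 nm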
ARFGAP1 inh: inhibitors of rat ARFGAP1 | Q62848 | Arfgap1-stimulated ARF1 GTP hydrolysis, GDP FP detection | inhibition, % at 16.5 µM | 360,000 compounds, 0.26% hits;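 active = inhibition above a per-plate limit, mean inhibition of low control wells plus 3 SD, cut at about 25% in these data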;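 note: 0% = DMSO wells with enzyme and 100% = wells lacking Arfgap1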
Target sequence (Q62848 1-136 limits assumed): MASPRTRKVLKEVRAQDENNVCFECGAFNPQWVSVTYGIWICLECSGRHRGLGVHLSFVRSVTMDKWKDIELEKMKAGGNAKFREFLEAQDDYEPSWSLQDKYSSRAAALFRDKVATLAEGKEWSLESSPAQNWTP
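Assay system: purified rat His6-Arfgap1 residues 1-136 (GAP domain); Reagent: human Δ17 ARF1 bound to GTP; Dosing: 16.5 µM single point, 1.26% DMSO; Times: GTP hydrolysis reaction 2 h at 25 °C; Signal: FP, GDP Alexa 633 tracer displaced from anti-GDP antibody, 620/688 nm; Measure: % inhibition from polarization.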
rCAG RNA binder: molecules binding r(CAG) RNA repeats; r(CAG) RNA repeat, TO-PRO-1 dye displacement fluorescence; inhibition, % at 3 µM; 370,000 compounds, 1.3% hits; AID 651821;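 active = inhibition above the plate cutoff, the mean of all test compounds on that plate plus 3 SD, cut at about 35% in these data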;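 note: 0% = DMSO alone and 100% = 100 µM mitoxantrone as full dye displacement; higher means more dye released from RNA so lower well fluorescence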
HTRA1 inhibitor: inhibitors of human serine peptidase HTRA1; Q92743; recombinant HTRA1, FP-rhodamine activity-based probe, fluorescence polarization; inhibition, % at 5.96 µM; 340,000 compounds, 0.5% hits; in the data active = inhibition above about 36%;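 note: 0% = enzyme with DMSO and 100% = wells lacking enzyme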
Target sequence (Q92743 whole entry, looked up): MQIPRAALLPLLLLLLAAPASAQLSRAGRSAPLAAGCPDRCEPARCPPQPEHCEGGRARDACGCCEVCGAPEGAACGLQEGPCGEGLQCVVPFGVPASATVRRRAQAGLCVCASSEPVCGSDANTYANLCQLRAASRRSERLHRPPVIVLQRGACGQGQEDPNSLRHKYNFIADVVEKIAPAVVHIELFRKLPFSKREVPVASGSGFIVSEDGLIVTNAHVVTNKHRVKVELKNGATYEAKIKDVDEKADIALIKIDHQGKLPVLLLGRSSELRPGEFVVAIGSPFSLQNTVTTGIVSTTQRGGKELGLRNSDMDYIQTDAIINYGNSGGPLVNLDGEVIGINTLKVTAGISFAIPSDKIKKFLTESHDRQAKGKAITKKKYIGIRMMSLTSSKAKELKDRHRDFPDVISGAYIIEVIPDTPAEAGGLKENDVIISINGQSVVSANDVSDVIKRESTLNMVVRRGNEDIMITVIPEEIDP
PG9 binder: small molecules binding HIV-1 gp120 antibody PG9 | AID 624416 | inhibition, % at 6.7 µM | 360,000 compounds, 0.43% hits | TR-FRET gp120-PG9 antibody binding; in the data active = inhibition above about 8.5%
SMARCA2 act: increases SMARCA2 function in MMTV reporter cells. MG213 cells, MMTV-luciferase reporter, dexamethasone, overnight. AID 652017. 370,000 compounds, 1% hits. activation, % at 9.1 µM; in the data active = activation above about 7.8%;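 note: 0% = vehicle wells and 100% = reference activator wells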
NPR2 activator: GC-B (human) receptor activation. activation, % at 10 µM. P20594. 370,000 compounds, 0.11% hits. HEK293-GC-B cells, CNP EC30, cGMP TR-FRET; 0% at EC30 CNP, 100% saturating CNP;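 active = activation at 10 µM reaching about 35% in either raw or pattern-adjusted values, limit read from the data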
NR1D1 modulator: Rev-erb alpha (human) modulation | P20393 | Rev-erbα–FITC-DNA binding, fluorescence polarization, 90 min | activity, % at 10 µM | 370,000 compounds, 0.79% hits | AID 1259318;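 active = activity above about 14%, limit read from the data; passing the limit was not always enough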;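 note: 0% = DMSO wells with 35 nM protein and 100% = DMSO wells with 750 nM protein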
GC-A act: GC-A (human) enzyme activation; activation, % at 10 µM; P16066; HEK293 GC-A cells, cGMP TR-FRET, EC30 ANP; 0% at EC30 ANP, 100% saturating ANP; 370,000 compounds, 0.14% hits; AID 1671463; in the data active = activation above about 40%
Numbers without * were called inactive; / = not tested or not shown.

No.	molecule	ASAP1 GAP inh	ABHD4 inh	ARFGAP1 inh	rCAG RNA binder	HTRA1 inhibitor
1	COc1ccc(-n2c(CCC(=O)O)ccc2-c2ccccc2)cc1	-12	2	-5	3	-7
2	O=C(COC(=O)Cc1ccsc1)NC(c1ccccc1)c1ccccc1	3	1	7	3	-3
3	CC1(C)Cc2nc3sc4c(=O)[nH]cnc4c3cc2CS1	-4	0	8	4	9
4	Cc1ccc(-c2cc(C(=O)NN=C/C=C/c3ccco3)[nH]n2)cc1C	/	-35	/	28	/
5	CCOC(=O)c1ccccc1NC(=O)CSc1nc2c(sc(=S)n2CC)c(=O)[nH]1	-7	-4	-1	16	3
6	Cc1ccc(CSCc2ccc(C(=O)NCCCN3CCOCC3)o2)cc1	1	5	9	-6	9
7	COc1cccc(NC(=O)CN(C)C(=O)C2=COCCO2)c1	2	0	12	-6	-5
8	CC(=O)Nc1ccc2nc(NC(=O)CN3CCOCC3)sc2c1	-2	4	10	0	1
9	COc1ccc(-c2csc(NC(=S)NC(=O)c3cc4ccccc4o3)n2)cc1Br	-3	-3	10	5	7
10	CN1CCN(CCCN(Cc2ccco2)C(=S)Nc2ccc(Cl)cc2)CC1	4	3	14	-5	-2

No.	PG9 binder	SMARCA2 act	NPR2 activator	NR1D1 modulator	GC-A act
1	-2.4	2	1	0	2
2	-2.0	3	-1	-1	0
3	-1.8	6	-6	-2	-3
4	/	-7	-1	-4	0
5	-1.4	-2	3	22	-2
6	-2.6	-3	-2	-3	2
7	0.6	-3	5	4	0
8	1.0	-1	-1	4	8
9	-0.8	0	3	1	7
10	1.8	1	6	-1	-4

(further entries)
No.	molecule	ASAP1 GAP inh	ABHD4 inh	ARFGAP1 inh	rCAG RNA binder	HTRA1 inhibitor
11	c1ccc(COc2ccc(OCCN3CCCC3)cc2)cc1	-1	-6	4	0	-10
12	COc1ccc(CCNC(=O)C(=O)NCC2OCCN2S(=O)(=O)c2ccc(Cl)cc2)cc1 (stereo unspecified)	0	3	5	4	-7
13	COc1cccc(CNC(=O)c2ccc(NC(=O)CC3SC(N4CCCC4)=NC3=O)cc2)c1 (stereo unspecified)	16	0	1	3	-1
14	COc1ccc(CCNC(=O)C2CCC(=O)N(C3CC3)C2)c(OC)c1 (stereo unspecified)	-5	5	0	-5	2
15	Cc1cc(C)c(S(=O)(=O)N(C)Cc2cnn(C)c2)c(C)c1	-15	2	-5	-8	-1
16	c1ccc(Sc2ccccc2CN2CCCC2)cc1	-7	-1	-2	3	/
17	Cc1cccc(S(=O)(=O)Nc2nc3ccccc3nc2OC(C)C)c1	-5	5	-1	0	2
18	O=C(COC(=O)COc1ccccc1)NC12CC3CC(CC(C3)C1)C2	10	2	-8	-2	2
19	Clc1ccc2nc(N3CCNCC3)nc(-c3ccccc3)c2c1	3	9	-9	10	4
20	CCOc1cc(C(=O)Nc2cccc(C(C)=O)c2)ccc1OCC(=O)N1CCCCC1	-11	6	1	-4	-9

No.	PG9 binder	SMARCA2 act	NPR2 activator	NR1D1 modulator	GC-A act
11	-2.1	0	2	0	2
12	-0.6	-1	-1	-2	-4
13	-0.2	-3	-1	0	0
14	0.3	-1	1	0	1
15	1.0	-4	5	-2	4
16	-2.1	1	-6	3	-2
17	-2.4	4	6	-6	2
18	-0.3	0	3	0	1
19	-1.4	-5	-11	5	-46
20	-0.9	-1	-1	-2	2

In the list so far, these have an aryl thioether with sulfur outside any ring.
No.	molecule	ASAP1 GAP inh	ABHD4 inh	ARFGAP1 inh	rCAG RNA binder	HTRA1 inhibitor
5	CCOC(=O)c1ccccc1NC(=O)CSc1nc2c(sc(=S)n2CC)c(=O)[nH]1	-7	-4	-1	16	3
16	c1ccc(Sc2ccccc2CN2CCCC2)cc1	-7	-1	-2	3	/

No.	PG9 binder	SMARCA2 act	NPR2 activator	NR1D1 modulator	GC-A act
5	-1.4	-2	3	22	-2
16	-2.1	1	-6	3	-2

Other records follow:
No.	molecule	ASAP1 GAP inh	ABHD4 inh	ARFGAP1 inh	rCAG RNA binder	HTRA1 inhibitor
21	COC(=O)c1c(C)[nH]c(C(=O)COC(=O)CCc2ccc(OC)c(OC)c2)c1C	12	7	-7	1	2
22	Nc1c(C(=O)NCc2ccccc2)nnn1Cc1ccc(F)cc1	-6	-6	-10	4	-3
23	COC(CNC(=O)c1ccc(CS(=O)(=O)c2ccc(Br)cc2)o1)OC	13	-4	2	-2	2
24	CCOc1ccc(C(=O)Nc2nnc(SCC(=O)NCC3CCCO3)s2)cc1OCC (stereo unspecified)	-6	-7	-12	1	-1
25	Cc1nn(CC(=O)NCC2CCCO2)c(=O)c2cc3ccccc3n12 (stereo unspecified)	1	-2	12	1	5
26	O=C(NC(=S)Nc1nc(-c2ccc(Br)cc2)cs1)c1cccnc1	13	-1	0	3	-3
27	Cc1ccccc1C(=O)c1cccn1CC(=O)N1CCCCC1	6	-1	-8	-5	3
28	N#CCCN(C(=O)c1ccco1)c1ccccc1	-5	3	8	4	2
29	COC(=O)c1ccc(/C=N/NC(=O)C(=O)NCc2ccccc2)cc1	10	1	2	0	-7
30	CCN1CCCC1CNC(=O)c1cc2c(-c3cccc(OC)c3)nn(C)c2s1 (stereo unspecified)	0	1	1	10	-9

No.	PG9 binder	SMARCA2 act	NPR2 activator	NR1D1 modulator	GC-A act
21	2.5	0	3	-2	3
22	-0.4	0	5	-10	1
23	-2.3	0	-6	-3	2
24	-2.5	0	4	0	-1
25	2.4	-1	-1	-3	2
26	-2.5	6	0	9	6
27	-1.1	0	1	8	2
28	0.0	-3	0	8	0
29	-0.7	5	5	-9	1
30	2.5	4	-33	-5	-31

Other results:
No.	molecule	ASAP1 GAP inh	ABHD4 inh	ARFGAP1 inh	rCAG RNA binder	HTRA1 inhibitor
31	CCOC(=O)CN1C(=O)N(CC(=O)OCC)C(c2ccccc2)(c2ccccc2)C1=O	9	-2	5	-10	-1
32	CC(C)c1ccc(C2CC(=O)c3cnc(NC(=O)c4ccco4)nc3C2)cc1 (stereo unspecified)	9	-2	2	-2	-19
33	C/C(=N\OCC(=O)N/N=C/c1ccc(C)cc1O)c1cccs1	6	0	4	4	-4
34	CC(=O)NCC(=O)OC(C(=O)c1ccccc1)c1ccc(Cl)cc1 (stereo unspecified)	-2	2	8	-4	-1
35	CS(=O)(=O)c1ccc(Cl)c(NC(=O)CCCSc2ccccc2)c1	11	0	3	1	-6
36	Cn1c(=O)oc2cc(S(=O)(=O)Nc3ccccc3F)ccc21	6	0	-13	-2	12
37	O=C(CSc1nnc(-c2ccc(C(F)(F)F)cn2)o1)Nc1ccccc1Cl	1	3	8	-5	6
38	N#CCCn1c(SCC(=O)c2c[nH]c3ccccc23)nc2ccccc21	7	-7	3	9	-26
39	Cc1nnc(-c2ccc(N3CCCCCC3)c([N+](=O)[O-])c2)o1	-1	6	3	-6	-2
40	Cc1cc(-c2ccc(F)cc2)n2ncc(-c3ccccc3)c2n1	8	2	8	-1	/

No.	PG9 binder	SMARCA2 act	NPR2 activator	NR1D1 modulator	GC-A act
31	-1.8	-2	-4	-3	-3
32	-1.8	0	-2	-4	2
33	1.1	0	/	/	/
34	-0.6	-4	-9	-1	-10
35	-1.6	6	2	-4	-2
36	-2.6	3	-4	0	-2
37	-3.1	3	2	-2	1
38	-0.6	0	-4	0	-3
39	-2.0	5	2	-2	-2
40	-1.0	-1	-2	-3	1

New compounds follow
No.	molecule	ASAP1 GAP inh	ABHD4 inh	ARFGAP1 inh	rCAG RNA binder	HTRA1 inhibitor
41	CCC(C)c1ccc(S(=O)(=O)N2CCN(c3ccccn3)CC2)cc1 (stereo unspecified)	-1	2	-2	-5	2
42	CC(=O)N1CCOc2ccc(S(=O)(=O)NCc3ccc(Cl)cc3)cc21	2	5	-3	3	-3
43	Fc1ccc(-c2nnc(-c3ccc(Cl)cc3Cl)o2)cc1	-7	0	-2	1	-4
44	CC(C)CNS(=O)(=O)c1cc2c3c(c1)CC(=O)N3CCC2	6	-2	7	4	0
45	Nn1c(SCc2ccc(F)cc2)nnc1-c1ccccn1	-2	1	-4	-1	/
46	O=C(Cn1c(=O)c2cccn2c2ccccc21)Nc1cc(F)ccc1F	4	-21	1	19	-26
47	Cc1cc(C(=O)N2CCCC(N3CCN(c4ccccc4C)CC3)C2)n(C)n1 (stereo unspecified)	6	4	1	-11	-1
48	O=C(NCCCn1ccnc1)c1nc(Cn2cc([N+](=O)[O-])cn2)no1	9	-6	3	1	4
49	CC(=O)c1c(C)oc2c1cc(NS(=O)(=O)c1ccc(C(=O)O)cc1)c1ccccc12	0	7	-6	34	-12
50	Cc1cc(Cl)ccc1C(=O)C1CCCN(C(=O)c2cnn(C(C)C)c2)C1 (stereo unspecified)	0	-5	-9	-9	3

No.	PG9 binder	SMARCA2 act	NPR2 activator	NR1D1 modulator	GC-A act
41	-2.0	-1	4	0	2
42	-0.1	-1	1	1	0
43	5.4	4	-5	12	3
44	-0.7	-3	3	-2	-3
45	-2.4	3	0	3	0
46	-1.8	2	-3	4	0
47	-0.6	-1	1	4	2
48	-1.6	0	-2	3	2
49	1.6	1	1	3	-2
50	-0.2	-2	-6	-2	-2

Reprinted at random: four entries already listed
No.	molecule	ASAP1 GAP inh	ABHD4 inh	ARFGAP1 inh	rCAG RNA binder	HTRA1 inhibitor
35	CS(=O)(=O)c1ccc(Cl)c(NC(=O)CCCSc2ccccc2)c1	11	0	3	1	-6
3	CC1(C)Cc2nc3sc4c(=O)[nH]cnc4c3cc2CS1	-4	0	8	4	9
38	N#CCCn1c(SCC(=O)c2c[nH]c3ccccc23)nc2ccccc21	7	-7	3	9	-26
39	Cc1nnc(-c2ccc(N3CCCCCC3)c([N+](=O)[O-])c2)o1	-1	6	3	-6	-2

No.	PG9 binder	SMARCA2 act	NPR2 activator	NR1D1 modulator	GC-A act
35	-1.6	6	2	-4	-2
3	-1.8	6	-6	-2	-3
38	-0.6	0	-4	0	-3
39	-2.0	5	2	-2	-2

(continued)
No.	molecule	ASAP1 GAP inh	ABHD4 inh	ARFGAP1 inh	rCAG RNA binder	HTRA1 inhibitor
51	CC(=O)C(Sc1ccc2nnc(-c3ccc(C)cc3)n2n1)C(C)=O	9	5	2	6	3
52	COCCCNC(=O)/C(C#N)=C/c1cc(C)[nH]c1C	3	-7	8	-3	6
53	COc1cc(C(=O)OCC(=O)NCc2ccc(F)cc2)cc(NC(=O)c2cccs2)c1OC	-1	-9	13	5	-15
54	COCc1cc(Sc2ccc(Cl)cc2)nc(-c2ccccc2)n1	-4	-4	11	6	-5
55	CCCN(CC(=O)Nc1cc(C)on1)CC(=O)Nc1ccccc1C	4	-2	18	-5	-2
56	O=C(NCCc1ccccc1Cl)C1CCC(=O)N(CCCc2ccccc2)C1 (stereo unspecified)	-7	-4	-9	-5	0

No.	PG9 binder	SMARCA2 act	NPR2 activator	NR1D1 modulator	GC-A act
51	2.7	-1	-12	0	4
52	0.5	-3	-3	-5	1
53	-1.3	-3	-7	7	-1
54	-3.3	1	-9	-6	-6
55	0.1	-1	-8	4	-4
56	-1.1	-1	2	-2	2

Screening data: PubChem BioAssay, several laboratories
